Screening data deposited in PubChem BioAssay by National Center for Advancing Translational Sciences (NCATS).
GAA glycogen mod: GAA glycogen-cleavage inhibition or activation | recombinant GAA, glycogen substrate, Amplex Red glucose oxidase fluorescence | 0.38% of 300,000 active | AID 2100 | P10253 | Potency, µM (series often up to 76.4 µM), for the others: at the highest dose activity change, negative = inhibition, hits mostly inhibitors; active = well fitted inhibition curve with a large enough effect; inconclusive = small, poorly fitted or top-dose-only effect, or another doubt; inactive = no such curve, though single readings can be large or run the other way;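 note: 0% = full enzyme reaction and -100% = no-enzyme basal signal; the screen sought inhibitors and activators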
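Natural-substrate format: glycogen cleavage by 4 nM human enzyme, glucose read by Amplex Red coupling (Ex 573, Em 610 nm). Normalized to enzyme and no-enzyme controls.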
Active calls of the source: *; ? = inconclusive; [ ] = remark or other dose. Potency is the fitted concentration of half-maximal effect. These rows are one share of the data (hit frequency here may not be typical).

The first five compounds, ahead of the listing:
SMILES	GAA glycogen mod
CCOC(=O)N1CCC(NC(=O)CC2C(=O)NCCN2Cc2ccccc2)CC1 (stereo not drawn)	0.1%[76.3 µM]
CCOc1ccc(CCNC(=O)CN2C(=O)CCSc3ccccc32)cc1OCC	1.9%
Cc1cc(C)cc(NC(=O)CCc2nnc3n(CC(C)C)c(=O)c4ccccc4n23)c1	-7.6%[76.3 µM]
CC(NC(=O)c1ccccc1Cl)NC(=O)c1ccccc1Cl	-3.0%[76.3 µM]
O=C(N1CCOCC1)N1CCN(S(=O)(=O)c2ccc(Cl)cc2)C1	7.7%

All compounds of this part (from the top)
SMILES	GAA glycogen mod
CCOC(=O)N1CCC(NC(=O)CC2C(=O)NCCN2Cc2ccccc2)CC1 (stereo not drawn)	0.1%[76.3 µM]
CCOc1ccc(CCNC(=O)CN2C(=O)CCSc3ccccc32)cc1OCC	1.9%
Cc1cc(C)cc(NC(=O)CCc2nnc3n(CC(C)C)c(=O)c4ccccc4n23)c1	-7.6%[76.3 µM]
CC(NC(=O)c1ccccc1Cl)NC(=O)c1ccccc1Cl	-3.0%[76.3 µM]
O=C(N1CCOCC1)N1CCN(S(=O)(=O)c2ccc(Cl)cc2)C1	7.7%
O=S(=O)(c1ccc2nc(Nc3ccccc3)ccc2c1)N1CCCCC1	-12.5%[76.3 µM]
COc1ccc(-n2ncc3c2ncn2nc(-c4ccc(OC)c(OC)c4)nc32)cc1	16.1%[76.3 µM]
CC(C)NC(=O)CCCN1C(=O)c2ccccc2Sc2ncccc21	7.3%
C=CCN(Cc1cc(OC)ccc1OC)C(=O)c1cc2ccc(OC)cc2[nH]1	-3.2%
CC(=O)C1=C(O)C(=O)N(c2ccc(F)cc2)C1c1ccc(C)cc1 (stereo not drawn)	1.6%[76.3 µM]
COc1ccc(CN(CC(=O)NCCc2ccccc2)C(=O)CCC(=O)Nc2cc(C)ccn2)cc1	-4.0%
CCn1cc(C(=O)NCc2ccccc2Cl)c(=O)c2cc(S(=O)(=O)N3CCc4ccccc4C3)ccc21	-14.5%[76.3 µM]
Cc1cc(C)cc(C(=O)OCC(=O)N2CCCC2)c1	-2.0%
COc1ccc(CCNC(=O)CCS(=O)(=O)c2cc(Br)cc3c2N(C(C)=O)CC3)cc1OC	9.4%[76.3 µM]
Cc1cccc(NC(=O)c2c(NC(=O)c3ccco3)sc3c2CCC(C(C)(C)C)C3)c1 (stereo not drawn)	11.5%[76.3 µM]
CCOc1ccccc1NC(=O)CSc1nc2cc(OC)c(OC)cc2c2nc(-c3ccccc3)nn12	-3.8%[76.3 µM]
Cc1ccccc1-c1nc(CS(=O)(=O)CC(=O)NCCCN2CCN(C)CC2)c(C)o1	0.1%[76.3 µM]
CCOCCn1c(CN2CCN(C(c3ccccc3)c3ccccc3)CC2)nc2c1c(=O)n(C)c(=O)n2C	6.8%
CC(=O)c1ccc(NC(=O)Cn2c(=O)n(Cc3ccco3)c(=O)c3sc4ccccc4c32)cc1	-12.3%[76.3 µM]
COc1ccc(C(=O)NNC(=O)C(=O)NC2CCCCC2)cc1	4.8%
CCOc1ccc(/C=N/NC(=O)c2cc(-c3ccccc3)nc3ccccc23)cc1O	?
Cc1cc(O)c(C(=O)/C=C/c2ccc(Cl)cc2)c(=O)o1	1.9%
CC1CCN(Cc2c(O)ccc3c(=O)c(-c4ccc(Cl)cc4)c(C(F)(F)F)oc23)CC1	-2.6%[76.3 µM]
Cc1ccc(NC(=O)Cn2cc(S(=O)(=O)Cc3cccc(Cl)c3)c3ccccc32)cc1C	2.2%[76.3 µM]
CCOc1ccccc1NC(=O)CN1CCN(C(=O)C2CCCO2)CC1 (stereo not drawn)	0.0%[76.3 µM]
Cc1ccc(C)c(N2CCN(C(=O)NCc3noc4ccccc34)CC2)c1	-6.5%[76.3 µM]
O=[N+]([O-])c1ccc(N2CCN(S(=O)(=O)c3cnc[nH]3)CC2)cc1	-3.1%[76.3 µM]
NC(=O)CSc1nc2c(oc3ccccc32)c(=O)n1Cc1ccccc1	-7.3%[76.3 µM]
COc1cc(NC(=O)c2nc(-c3ccc(Cl)cc3)n3c2CCCCC3)cc(OC)c1OC	-11.6%[76.3 µM]
CCN(c1ccccc1)S(=O)(=O)c1c(C)nc2scc(C)n2c1=O	14.7%[76.3 µM]
Cc1nc2ccccc2c(=O)n1NC(=O)c1ccccc1	-9.8%[76.3 µM]
CCCCC(NC(=O)Cc1c(C)c2cc3c4c(oc3c(C)c2oc1=O)CCCC4)C(=O)O (stereo not drawn)	2.7%
COc1cc(-c2cc(C(=O)Nc3cccc(C(C)=O)c3)c3ccccc3n2)cc(OC)c1OC	3.7%
CCN1CCN(C(=O)C2COc3ccccc3O2)CC1 (stereo not drawn)	-5.0%[76.3 µM]
CCC(Cc1ccccc1)NS(=O)(=O)c1ccc2c(c1)NC(=O)C(C)S2 (stereo not drawn)	-7.9%[76.3 µM]
CNc1nc(Cl)c(SC)c(NCc2cccc(OC)c2)n1	-3.7%
CC(C)(C)c1ccc(C(=O)N2CCC(c3nc(-c4ccc(S(=O)(=O)N5CCCC5)cc4)no3)CC2)cc1	10.7%[76.3 µM]
COc1cccc(-c2oc3ccc(C)cc3c(=O)c2O)c1	-5.9%[76.3 µM]
COc1cc(OC)cc(C(=O)Nc2cc3c(cc2N2CCCCC2)n(C)c(=O)n3C)c1	1.1%[76.3 µM]
COc1ccc(-c2nn(-c3ccccc3)cc2/C=C2/SC(=S)N(CCC(=O)O)C2=O)cc1	1.1%
COc1cccc(NC(=O)CN2C(=O)NC(c3ccccc3)(c3ccccc3)C2=O)c1	-10.6%
CC(C)NC(=O)C(C)N1CCN(S(=O)(=O)c2ccc3ccccc3c2)CC1 (stereo not drawn)	1.9%
CC(=O)N1c2ccc(S(=O)(=O)N3CCC(C(=O)NCc4ccc(N(C)C)cc4)CC3)cc2CC1C (stereo not drawn)	-2.8%[76.3 µM]
COc1cc(/C=C2/C(=O)NN(c3cccc(Cl)c3)C2=O)cc(OC)c1O	?
COc1cc2[nH]c(=O)n(CCCCCC(=O)N3CCN(c4cccc(C(F)(F)F)c4)CC3)c(=O)c2cc1OC	-2.0%[76.3 µM]
Oc1ccc(O)c(/C(=N/Nc2ccccc2)c2ccccc2)c1	?
Cc1cccc(N(C(=O)CNC(=O)c2ccco2)C(C(=O)NC2CCCCC2)c2cccnc2)c1 (stereo not drawn)	13.3%
CCn1c(NCc2ccc(OC)c(OC)c2)nc2ccccc21	-3.7%[76.3 µM]
Cc1cc(Cl)ccc1OCC(=O)Nc1ccc(CN2CCOCC2)cc1	-5.6%[76.3 µM]
Cn1cnc2c1c(=O)n(Cc1ccccc1C#N)c(=O)n2C	9.9%
COc1cc(/C=N/n2c(C)nc3ccccc3c2=O)ccc1O	1.8%
c1ccc(C[C@H]2CN=C(Nc3ccccc3)N2CCCC2CCCC2)cc1	-11.7%[76.3 µM]
O=C(c1ccc(Cl)cc1)N1CCN(c2ncccn2)CC1	1.5%
CCOC(=O)c1[nH]ncc1CN1CCc2ccc(NC(=O)C3CCCO3)cc2C1 (stereo not drawn)	-1.9%[76.3 µM]
CC(=O)c1ccc(N=C2NC(=O)C(CO)(CO)S2)cc1	-3.2%
Cc1ccc2oc3c(c(=O)c2c1)C(c1ccc(O)cc1)N(c1nc(C)c(C)s1)C3=O (stereo not drawn)	13.0%[76.3 µM]
O=C(CCSc1nc2ccccc2o1)Nc1ccccc1	-3.2%
Cc1ccc(NC(=O)C2C3C=CC4(O3)C2C(=O)N(CCCN2CCCC(C)C2)C4C(=O)NC2CCCCC2)cc1 (stereo not drawn)	-2.0%
O=C(Nc1ccc2nc(SCCOc3ccccc3)sc2c1)c1ccc2c(c1)OCO2	-0.3%[76.3 µM]
COC(=O)C1CCN(CC(=O)Nc2cc(C)c3c(=O)oc4ccccc4c3n2)CC1	12.2%[76.3 µM]
Later entries:
SMILES	GAA glycogen mod
O=C(Nc1ccon1)Nc1ccc(F)cc1F	-2.5%[76.3 µM]
CCCCCn1c(=O)[nH]c2cc(C(=O)Nc3cc(OC)cc(OC)c3)ccc2c1=O	-5.9%[76.3 µM]
CCn1cc(C(=O)N2CCN(c3ccccc3OC)CC2)c(=O)c2cc(S(=O)(=O)N3CCC(C)CC3)ccc21	14.1%[76.3 µM]
Cc1cccc(OCC(=O)NCCNC(=O)c2cccnc2)c1	-8.9%
CCc1nnc(NC(=O)CC23CC4CC(CC(C4)C2)C3)s1	16.4%[76.3 µM]
O=C(NCC(O)c1ccccc1)Nc1cccs1 (stereo not drawn)	10.3%
Cc1ccn(CC(=O)NC2CC(C)(C)Cc3c2cnn3-c2ccc(F)cc2)n1 (stereo not drawn)	-5.1%[76.3 µM]
CCc1ccc(CN(Cc2ccco2)C(=O)c2ccccc2Cl)cc1	-10.3%[76.3 µM]
CC(=O)Nc1ccc(NC(=O)c2cc[n+]([O-])cc2)cc1	1.7%
CCCN1C2CCCC1CC(NC(=O)c1cccc(OC)c1)C2 (stereo not drawn)	-13.5%[76.3 µM]
Cc1ccc(NC(=O)C(=O)NCC(c2cccnc2)N2CCc3ccccc32)cc1Cl (stereo not drawn)	2.4%[76.3 µM]
COc1ccc(CC(O)CC2c3c(cc4c(c3OC)OCO4)CCN2C)cc1 (stereo not drawn)	-8.7%
COc1cccc(-c2cccc(NC(=O)C3CCN(Cc4nccs4)CC3)c2)c1	-9.4%[76.3 µM]
CC1CCc2c(sc(NC(=O)c3cc(-c4ccc(F)cc4)on3)c2C(N)=O)C1 (stereo not drawn)	-7.3%[76.3 µM]
CC[C@@H](C)[C@H](NC(=O)Cc1c(C)c2cc3c(C)coc3c(C)c2oc1=O)C(=O)O	3.5%
COc1ccc(CNC(=O)c2nc(Cn3nc(C)c(Br)c3C)no2)cc1OC	-14.0%[76.3 µM]
Cc1ccc(/C=N/Nc2ccc(F)cc2)s1	?
COc1cc(/C=C2\SC(N3CCC(C)CC3)=NC2=O)ccc1O	?
O=C(CCCCC(=O)Nc1ccccc1Cl)Nc1ccccc1Cl	3.6%
Cc1ccc(C2c3[nH]c4ccccc4c3C[C@H]3C(=O)N(c4ccccc4C(=O)NCCCN4CCOCC4)C(=O)N23)cc1 (stereo partly drawn)	-10.1%[76.3 µM]
O=S(=O)(Nc1cccc(-c2cn3c(n2)SCC3)c1)c1ccccc1F	2.6%[76.3 µM]
O=C(N=C1SC2CS(=O)(=O)CC2N1c1ccccc1Cl)C1CCCO1 (stereo not drawn)	0.3%[76.3 µM]
Cc1nc2ccccn2c1CN(C)C(=O)C1CCC(=O)N(Cc2cccc(F)c2)C1 (stereo not drawn)	-4.3%[76.3 µM]
COc1ccc(NC(=O)CSc2nc3c(c(=O)[nH]2)CCC3)cc1	15.4%[76.3 µM]
CCc1ccc(Nc2nn3c(=O)c4cc5c(cc4nc3s2)OCO5)cc1	-5.8%[76.3 µM]
CN(C)S(=O)(=O)c1ccc(Cl)c(NC(=O)CN2CCN(c3ccccn3)CC2)c1	-7.7%
O=C(NC1CCCCC1)C(c1ccccc1F)N(C(=O)c1csnn1)C1CCCC1 (stereo not drawn)	-2.3%
CCc1ccc(NC(=O)CC2C(=O)N(c3cccc(OC)c3)C(=O)N2CCOC)cc1 (stereo not drawn)	-10.3%[76.3 µM]
COc1ccc(C2CC(=O)Nc3cc(OC)c(OC)cc32)cc1Br (stereo not drawn)	5.6%[76.3 µM]
Cc1ccc(Cl)cc1N1CCN(c2ncnc3c2nc2n3CCCCC2)CC1	2.3%[76.3 µM]
CCN1C(=NCC(C)C)N[C@@H](c2ccccc2)[C@H](C(=O)OC)[C@H]1C	17.6%[76.3 µM]
O=C(NCCCN1CCCCC1)c1ccc(CS(=O)c2ccc(Cl)cc2)o1 (stereo not drawn)	-13.6%[76.3 µM]
COc1ccccc1C1CCN(Cc2ccc(C)cc2)CC1	-2.6%
Cc1cccc(Cn2c(=O)n(-c3ccc(Cl)c(Cl)c3)c(=O)c3c(C)c(C)sc32)c1	15.2%[76.3 µM]
CC1Sc2ccc(S(=O)(=O)CCC(=O)N3CCN(c4ccccc4)CC3)cc2NC1=O (stereo not drawn)	-6.1%[76.3 µM]
Cc1ccc(NS(=O)(=O)c2ccc(C(=O)NCc3ccccn3)cc2)cc1	-6.1%[76.3 µM]
COc1ccc(S(=O)(=O)N2CCCOC2CNC(=O)C(=O)NCc2ccccn2)cc1 (stereo not drawn)	-1.5%[76.3 µM]
CN(c1ccc(F)cc1)S(=O)(=O)N1CCCC(C(=O)NCCc2ccccc2)C1 (stereo not drawn)	-3.7%[76.3 µM]
CCN(CC)C(=O)Cn1cc(S(=O)(=O)CC(=O)Nc2cc(OC)ccc2OC)c2ccccc21	-3.9%[76.3 µM]
CCNc1c(NC(=O)c2cc(OCC)c(OCC)c(OCC)c2)c(=O)oc2ccccc12	2.3%[76.3 µM]
Cc1cccc(NC(=O)N2CCC(C(=O)c3ccc(F)cc3)CC2)c1	1.1%
CCCOc1ccc(C(CC(=O)O)NC(=O)Cc2ccccc2)cc1 (stereo not drawn)	-2.0%
CNC(=S)N(CCO)Cc1cc2cc3c(cc2[nH]c1=O)OCCO3	7.3%
COc1ccc(-c2noc(N3CCC(C(=O)N(C)c4cc(Cl)ccc4OC)CC3)n2)cc1	18.0%[76.3 µM]

A different layout for part of the listing above:
CCNc1c(NC(=O)c2cc(OCC)c(OCC)c(OCC)c2)c(=O)oc2ccccc12
  GAA glycogen mod: 2.3%[76.3 µM]

CNC(=S)N(CCO)Cc1cc2cc3c(cc2[nH]c1=O)OCCO3
  GAA glycogen mod: 7.3%

COc1ccc(S(=O)(=O)N2CCCOC2CNC(=O)C(=O)NCc2ccccn2)cc1 (stereo not drawn)
  GAA glycogen mod: -1.5%[76.3 µM]

COc1ccc(-c2noc(N3CCC(C(=O)N(C)c4cc(Cl)ccc4OC)CC3)n2)cc1
  GAA glycogen mod: 18.0%[76.3 µM]
